FXIa inh 1536 – inhibitors of human coagulation factor XIa | purified FXIa, Boc-Glu-Ala-Arg-AMC fluorogenic substrate | inhibition, % at 5 µM | hit rate 0.14% among 220,000 | AID 798;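 active means inhibition of at least 40%; inactive means inhibition below 40%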;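 further: fluorescence of freed AMC excited at 355 nm; 0% = enzyme without compound and 100% = no enzyme blank; many of its hits are not listed in these tables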
Target sequence (P03951 19-387 limits assumed): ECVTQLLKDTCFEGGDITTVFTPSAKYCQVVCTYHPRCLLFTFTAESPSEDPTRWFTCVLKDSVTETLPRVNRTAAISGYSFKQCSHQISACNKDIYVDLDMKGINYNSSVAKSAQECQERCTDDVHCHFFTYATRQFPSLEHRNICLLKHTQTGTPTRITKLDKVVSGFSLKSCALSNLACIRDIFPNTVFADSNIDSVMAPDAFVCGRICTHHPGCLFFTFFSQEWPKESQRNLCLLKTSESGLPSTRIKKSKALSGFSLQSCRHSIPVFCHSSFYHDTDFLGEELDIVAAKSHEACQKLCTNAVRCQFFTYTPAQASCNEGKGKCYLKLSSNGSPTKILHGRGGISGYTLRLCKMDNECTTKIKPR
Target sequence (P03951 388-625 limits assumed): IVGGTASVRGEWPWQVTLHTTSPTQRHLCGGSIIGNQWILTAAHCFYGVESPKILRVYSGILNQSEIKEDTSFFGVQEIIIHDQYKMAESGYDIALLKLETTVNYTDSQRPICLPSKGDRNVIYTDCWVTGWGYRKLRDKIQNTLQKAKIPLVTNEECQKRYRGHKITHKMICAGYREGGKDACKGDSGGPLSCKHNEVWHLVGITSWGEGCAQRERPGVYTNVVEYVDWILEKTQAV
zVAD death inh – blocks zVAD induced death of L929 cells | L929 zVAD necroptosis rescue, ATP luminescence, 24 h; with zVAD 60 µM | viability rescue, % at 10 µM | hit rate 0.38% among 220,000 | AID 1377;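 active means activation, scaled between plate controls, above about 75%, limit read from the data; inactive means activation under that limit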;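 further: 0% = zVAD with DMSO and 100% = DMSO alone without zVAD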
Thrombin inh – inhibitors of human thrombin. P00734. alpha-thrombin, Boc-VPR-AMC fluorogenic substrate cleavage. inhibition, % at 5 µM. hit rate 0.26% among 220,000;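 active means inhibition at or above 40%; inactive means inhibition below 40%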;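 further: 0% = enzyme with no compound and 100% = wells without enzyme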
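Material: human alpha-thrombin enzyme / Medium: pH 7.5 Tris (50 mM) with NaCl 150 mM, Tween 20 0.05% / Compound: single-point dosing at 5 µM, 0.2% DMSO / Incubation: enzyme reaction carried out at room temperature / Detection: AMC fluorescence, 355/460 nm / Read-out basis: percent inhibition scaled between no-compound controls and no-enzyme blanks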
Hck Nef HTS – blocks Nef-activated human Hck kinase; P08631; Recombinant Hck-YEEI plus Nef, Z-Lyte FRET kinase assay; inhibition, % at 20 µM; hit rate 0.68% among 220,000; AID 463187;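 active means Hck-Nef kinase inhibition above about 50%, limit read from the data; inactive means inhibition below that limit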;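 further: 0% = DMSO with Hck plus Nef and 100% = Hck alone without Nef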
FXIIa inh 1536 – factor XIIa (human) inhibition; purified FXIIa, Boc-QGR-AMC fluorogenic substrate, 2 h; inhibition, % at 5 µM; AID 800; hit rate 0.3% among 220,000; in the data active means inhibition above about 40%;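 further: 0% = enzyme with no compound and 100% = blank without enzyme; many of its hits are not listed in these tables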
KLK5 inh – kallikrein 5 (human) inhibition | Q9Y337 | recombinant hK5, fluorogenic AMC substrate cleavage | inhibition, % at 5 µM | hit rate 0.59% among 210,000 | AID 873;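 active means inhibition of 40% or more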;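 further: 0% = enzyme controls without compound and 100% = no-enzyme blanks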
Rad51 HR inh – Rad51 (human) homologous recombination inhibition. Q06609. hRad51 DNA strand exchange, fluorescence dequenching. inhibition, % at 10 µM. hit rate 0.085% among 200,000;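 active means inhibition above 40% at the single screening dose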;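 further: 0% = DMSO control wells and 100% = blanks with heterologous ssDNA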
Target sequence (Q06609 whole entry, looked up): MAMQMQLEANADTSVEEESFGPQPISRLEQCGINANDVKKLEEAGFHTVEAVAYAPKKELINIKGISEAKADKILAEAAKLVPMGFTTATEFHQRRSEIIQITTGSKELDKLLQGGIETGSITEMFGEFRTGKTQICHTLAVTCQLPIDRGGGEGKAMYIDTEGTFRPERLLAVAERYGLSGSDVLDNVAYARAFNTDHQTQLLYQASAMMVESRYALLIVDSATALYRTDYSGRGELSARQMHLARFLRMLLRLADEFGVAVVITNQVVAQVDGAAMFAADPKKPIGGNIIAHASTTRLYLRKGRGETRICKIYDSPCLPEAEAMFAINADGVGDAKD
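Test system: preformed human Rad51 ssDNA filaments; also added: Donor/quencher-labelled 47-bp dsDNA substrate; doses: 10 µM final, single point; times: 37 °C 15-min filament assembly, 30-min compound preincubation, 15-min exchange; detection: FRET fluorescence dequenching, excitation 485 nm, emission 520 nm; read-out basis: Fluorescence-based percent inhibition, control- and blank-normalised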
Cl transport mod – KCC2 (human) Cl- transport modulation; B-score of Tl+ flux slope (higher = more flux/activation; lower = inhibition) at 10 µM; AID 1456; KCC2 cells, thallium flux FluoZin-2 fluorescence; Q9H2X9; hit rate 2.2% among 190,000;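 active means thallium flux slope and its plate-corrected score both differing from the plate sample mean at a set confidence after two filtering rounds, in either direction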;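 further: slope of fluorescence scaled to starting intensity during 10 to 20 s after thallium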
TNF necrop inh – blocks TNF-alpha induced death of Jurkat FADD-/- cells | Jurkat FADD-/- TNF necroptosis rescue, ATP luminescence, 24 h; 0 = TNF only, 100 = no-TNF cells | activation (protection from cell death), % at 10 µM | hit rate 0.068% among 220,000 | AID 463075;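 active means activation, meaning protection from cell death, of at least 50% relative to plate controls; inactive means activation below 50%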;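 further: necroptosis triggered by 40 ng/mL TNF-alpha added together with compound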
An asterisk follows results filed as active; / = no result given. An excerpt, so the mix of outcomes need not match the whole.

Values run as follows: FXIa inh 1536 | zVAD death inh | Thrombin inh | Hck Nef HTS | FXIIa inh 1536 | KLK5 inh | Rad51 HR inh | Cl transport mod | TNF necrop inh
CCOC(=O)Cn1nc(-c2ccccc2)c2cnc3ccc(CC)cc3c21
    7 | 62 | -2 | 12 | 11 | -6 | / | -0.25 | -3.0
CC(C)(C)c1ccc(OCCC(=O)Nc2cccc(S(=O)(=O)N3CCCCC3)c2)cc1
    16 | 0.9 | -3 | -76 | 5 | -4 | / | -0.63 | 1.5
CCn1c(=O)oc2cc(NC(=O)CCl)ccc21
    -4 | 69 | -10 | -27 | / | -1 | -3 | -0.28 | 3.8
Cc1ccc(C)n1-c1sc2c(c1C#N)CCC(C)C2 (stereo unspecified)
    0 | -0.2 | -5 | 2 | 12 | 1 | / | -0.058 | -2.3
CCOC(=O)C1CCCN(c2c(N3CCC(N4CCCCC4)CC3)c(=O)c2=O)C1 (stereo unspecified)
    4 | 0.8 | -1 | 1 | 12 | -4 | -3 | 0.23 | -1.0
COc1ccc(CN2CCC(CO)(CCOc3ccccc3)CC2)c(OC)c1C
    5 | 0.0 | 15 | 12 | 15 | 16 | 5 | / | 9.2
Cc1ccc(OCC(=O)NN2C(=O)c3ccccc3C2=O)cc1
    -6 | 0.4 | -6 | -5 | 1 | -12 | 13 | 0.048 | -0.5
Cn1c(SCc2ccc(Cl)cc2)nnc1C1CC1
    1 | 1.1 | 15 | 18 | 11 | -4 | 10 | -0.91 | 0.7
O=C(C(Sc1ccccc1)c1ccc(Br)cc1)N1CCOCC1 (stereo unspecified)
    8 | -1.0 | -15 | 1 | 13 | -9 | 6 | -1.9 | -0.7
CN1CC2([N+](=O)[O-])CC=C(Oc3ccccc3)C([N+](=O)[O-])(C1)C2 (stereo unspecified)
    -2 | -0.3 | -4 | -23 | 12 | 9 | 0 | -1.1 | -0.4
CCc1nnc(NC(=O)C2Cc3ccccc3C(=O)O2)s1 (stereo unspecified)
    10 | 0.3 | 2 | 0 | 16 | 1 | -1 | / | 0.1
CCOC(=O)C1CCN(C(C(=O)Nc2ccc3c(c2)OCCO3)c2ccccc2)CC1 (stereo unspecified)
    5 | -0.1 | -2 | -5 | 15 | 19 | -2 | / | 1.7
CNc1nc(Sc2ccc(C)cc2)cc(C(F)(F)F)n1
    3 | -0.3 | 1 | 1 | 13 | 2 | 8 | 0.9 | -9.9
CCC(=O)NC1(C(F)(F)F)C(=O)Nc2c1c(=O)[nH]c(=O)n2Cc1ccco1 (stereo unspecified)
    -1 | -0.3 | 3 | -2 | 19 | 0 | 0 | 0.33 | -0.3
Cc1c(C(=O)N(C)Cc2ccccc2)oc2ccc(S(=O)(=O)N3CCCC3)cc12
    -7 | 1.4 | -5 | 0 | 0 | -2 | 2 | / | -1.8
CCOC(=O)C(C)Oc1ccc(C2NC(=O)NC(C)=C2C(C)=O)cc1Br (stereo unspecified)
    3 | -0.6 | 2 | 0 | -1 | -13 | 5 | -0.92 | -1.4
Cc1nc2c(=O)[nH]c(=S)n(C)c2nc1C
    19 | 0.0 | 1 | 14 | 6 | -12 | 11 | -0.92 | 0.0
CC(C)C[C@H](NC(=O)NCc1ccccc1Cl)C(=O)O
    4 | 1.0 | -3 | 1 | 11 | 3 | -6 | / | -0.3
CCC(c1nnnn1C1CCCCC1)N1CCN(C2CCCC2)CC1 (stereo unspecified)
    -8 | 0.1 | -8 | 1 | -5 | -12 | -5 | -1.6 | 1.0
CCCNC(=O)C1CC(c2ccc(C(F)(F)F)cc2)=NO1 (stereo unspecified)
    102* | 0.0 | 21 | 11 | 20 | 22 | 2 | 0.12 | 3.1
COc1ccc(NC(=O)Nc2ccc3nsnc3c2)cc1
    4 | 0.1 | 1 | 0 | 17 | -7 | -2 | / | -9.8
COC(=O)c1cc(-c2cccs2)nn1-c1ccccc1
    0 | 6.7 | 1 | 22 | 7 | 2 | 6 | -0.34 | 2.5
O=C(NCc1ccccc1)c1cccc(COc2cccc(Cl)c2)c1
    -13 | 0.1 | -3 | 2 | -12 | 12 | 3 | 0.52 | 3.1
N/C(Cn1cncn1)=N\NC(=O)C(=O)Nc1ccc(Cl)cc1Cl
    -4 | 2.0 | 5 | -6 | -5 | -19 | 18 | 0.93 | -0.5
CC(C)C(=O)n1nc(-c2cccnc2)nc1NCc1ccc(F)cc1
    3 | 30 | 100* | -153 | 1 | / | / | -0.94 | 3.3
CCc1nnc(NC(=O)CCC(=O)O)s1
    5 | 1.4 | 8 | 0 | 13 | -3 | 3 | 0.45 | 1.1
Cc1c(Cl)cccc1-c1ccc(/C=N/n2cnnc2)o1
    0 | -0.6 | -20 | 8 | -8 | 3 | 5 | -0.05 | -2.9
CCOC(=O)c1[nH]cnc1C(=O)Nc1ccccc1OC
    -2 | 13 | -2 | 24 | 11 | 2 | -3 | -0.7 | -2.8
COc1ccc(C2/C=C\CN(C(=O)c3ccccc3)CC(=O)N2Cc2ccc(F)cc2)cc1 (stereo unspecified)
    2 | -0.3 | 3 | 22 | 7 | 3 | -3 | 1 | 1.4
CCOc1cccc(C(=O)NC(=S)Nc2cccc(C)c2)c1
    10 | -0.2 | 0 | 0 | 6 | -6 | 2 | 6.4* | 2.2
CCn1cc(C(=O)NCCc2ccccc2)c(=O)c2cc(S(=O)(=O)N3CCCC3)ccc21
    -2 | 0.4 | 31 | 21 | 4 | -4 | -5 | -0.76 | 2.5
CCCCn1c(=O)n(CC(=O)Nc2ccc(C)c(Cl)c2)c(=O)c2c1ncn2Cc1ccco1
    -9 | 1.0 | -7 | 5 | 2 | -2 | -3 | -0.53 | 1.6
COc1ccc(NC(=S)c2ccc(N(C)C)cc2)cc1
    3 | 0.0 | -1 | 3 | 9 | -12 | / | 0.071 | 2.0
O=C(CCCc1ccccc1)NCc1ccc(F)cc1
    5 | 1.1 | -2 | 6 | 13 | -21 | 0 | -1.2 | 9.5
Cn1nccc1NC(=O)c1nccnc1C(=O)O
    4 | -0.1 | -1 | 13 | 7 | 1 | / | 0.91 | 1.7
CCNC(=O)CN(c1ccc(C)cc1)S(=O)(=O)c1ccccc1
    10 | -0.6 | 4 | 5 | 21 | -10 | -7 | -0.86 | 0.5
COc1ccccc1Nc1nc(N)nc(CSC(=S)N2CCC(C)CC2)n1
    3 | 0.3 | -5 | 1 | 7 | -14 | 11 | -1.9 | 1.8
O=C(O)CC(NC(=O)C1CCCCC1)c1cc([N+](=O)[O-])ccc1Cl (stereo unspecified)
    0 | 0.4 | 6 | 4 | 15 | / | / | 0.063 | -0.4
COC(=O)c1[nH]c2c(c1C)C(=O)CC(c1cc(OC)ccc1OC)C2 (stereo unspecified)
    0 | 0.8 | -1 | 6 | 12 | -2 | 3 | 1.7 | -6.4
COc1ccc(/C(N)=N/OC(=O)c2ccc([N+](=O)[O-])c(C)c2)cc1OC
    -3 | 1.1 | 4 | 10 | 1 | -7 | 5 | 0.82 | 0.2
COc1ccc(CN(C)CC(=O)Nc2ccccc2C(F)(F)F)cc1
    0 | 0.6 | -5 | -18 | / | 3 | 2 | 0.35 | -2.4
COc1ccc(C(=O)c2c[nH]c(C(=O)NCCCn3ccnc3)c2)cc1
    -7 | -1.1 | -20 | 6 | 4 | -3 | -7 | 0.06 | -0.3
Cc1cc(C)cc(NC(=S)NC2CC3CCCC(C2)N3C2CC2)c1 (stereo unspecified)
    -1 | -0.6 | -1 | 20 | 3 | 1 | 5 | -1 | -1.6
C=CCOc1c(Br)cc(CNn2nnnc2N)cc1OCC
    -7 | 0.3 | -3 | 4 | 1 | -22 | 12 | 0.22 | -0.5
COc1ccc(OC)c2[nH]c(=O)c(CCNC(=O)C(=O)c3c(C)[nH]c4ccccc34)cc12
    1 | 3.4 | -3 | 24 | 6 | -3 | -1 | -1.3 | -0.3
OC(Cn1cncn1)c1ccc(Cl)cc1Cl (stereo unspecified)
    17 | 0.0 | -2 | 1 | 21 | 3 | -7 | 0.72 | -2.8
CCC(=NCCc1c(C)[nH]c2ccccc12)C1=C(O)CC(c2ccccc2)CC1=O (stereo unspecified)
    9 | 1.2 | 0 | 1 | 16 | -21 | -3 | 0.69 | -3.8
CCCn1c(N)c(C(=O)CSc2nc3ccccc3c(=O)n2-c2ccc(OC)cc2)c(=O)[nH]c1=O
    4 | 1.0 | -2 | 27 | -4 | -6 | 2 | 1.1 | 0.9
CCOc1ccc(-c2cn(S(=O)(=O)c3cccc4nsnc34)nc2N)cc1
    0 | -0.5 | -2 | 10 | -3 | 15 | 8 | / | -4.3
O=S(=O)(c1ccc(F)cc1)N(CCO)CC(O)Cn1c2ccccc2c2ccccc21 (stereo unspecified)
    6 | 0.0 | 22 | 5 | 10 | 24 | -3 | -0.26 | 2.1
O=C(O)CC1NC(=S)N(c2ccccc2)C1=O (stereo unspecified)
    -1 | -0.3 | 1 | 0 | 12 | -1 | 0 | 0.0057 | 0.1
CC(C)CCNC(=O)Cc1ccccc1[N+](=O)[O-]
    2 | -0.2 | 6 | 1 | 21 | -1 | 0 | 0.45 | 3.6
CCSc1nc(N2CCOCC2)c2ccccc2n1
    -2 | 0.1 | 2 | 2 | 6 | -8 | / | -0.34 | -5.1
COc1ccccc1-c1nnc(NC(=O)c2cccc(N3C(=O)CCC3=O)c2)o1
    -10 | 0.4 | -11 | 2 | -4 | -22 | 3 | -1.6 | 0.8

Compound profiles (already shown):
`COc1ccc(/C(N)=N/OC(=O)c2ccc([N+](=O)[O-])c(C)c2)cc1OC` in the list: FXIa inh 1536 = -3; zVAD death inh = 1.1; Thrombin inh = 4; Hck Nef HTS = 10; FXIIa inh 1536 = 1; KLK5 inh = -7; Rad51 HR inh = 5; Cl transport mod = 0.82; TNF necrop inh = 0.2
`CCNC(=O)CN(c1ccc(C)cc1)S(=O)(=O)c1ccccc1` in the list: FXIa inh 1536 = 10; zVAD death inh = -0.6; Thrombin inh = 4; Hck Nef HTS = 5; FXIIa inh 1536 = 21; KLK5 inh = -10; Rad51 HR inh = -7; Cl transport mod = -0.86; TNF necrop inh = 0.5
`COc1ccc(C2/C=C\CN(C(=O)c3ccccc3)CC(=O)N2Cc2ccc(F)cc2)cc1` (stereo unspecified) in the list: FXIa inh 1536 = 2; zVAD death inh = -0.3; Thrombin inh = 3; Hck Nef HTS = 22; FXIIa inh 1536 = 7; KLK5 inh = 3; Rad51 HR inh = -3; Cl transport mod = 1; TNF necrop inh = 1.4

Screens deposited in PubChem BioAssay by several laboratories.
